# CF NFkB block = blocks PAF-induced NF-kB reporter in cystic fibrosis cells | inhibition, % at 5 µM | KKLEB NF-kB-GFP reporter, GFP fluorescence overnight | 360,000 compounds, 0.86% hits;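 active = at least 50% inhibition at 5 µM, scaled per plate between neutral and stimulator controls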;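 also: PAF is a Pseudomonas aeruginosa culture filtrate used as stimulus; plate controls were PAF-stimulated DMSO wells for no effect and unstimulated DMSO wells for full effect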
# NR2F2 inh = blocks human COUP-TFII nuclear receptor | P24468 | HEK293T NGFI-A luciferase reporter, luminescence | inhibition, % at 8.6 µM | 370,000 compounds, 0.7% hits;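 active = inhibition above a per-plate cutoff, mean inhibition of test wells between control levels plus 3 SD, cut at about 38% in these data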;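 also: cells cotransfected with COUP-TFII expression vector driving the NGFI-A reporter; 0% = median of COUP-TF2 test wells and 100% = reporter-only cells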
# TROY signal inh = inhibitors of TROY-dependent NF-kB signaling. Q293 LMP1-TROYcd NF-kB luciferase reporter, 4 h. inhibition, % at 10 µM. 360,000 compounds, 0.98% hits;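 active = compounds whose plate-normalised and pattern-corrected inhibition of the luciferase reporter signal at the single screening dose is 50% or more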
# SRC3 inh = human NCOA3 inhibition | Q9Y6Q9 | HEK293 GAL4-SRC3 luciferase reporter, luminescence | inhibition, % at 3.6 µM | 360,000 compounds, 0.17% hits | AID 588352;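 active = inhibition above a per-campaign cutoff, the mean of all compounds plus 3 SD, cut at about 60% in these data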;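 also: 0% = DMSO-treated cells and 100% = gossypol-treated cells at 36 µM; higher means less SRC3-driven luciferase light from the GAL4 reporter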
# Target sequence (Q9Y6Q9 whole entry, looked up, the tested form may be a part): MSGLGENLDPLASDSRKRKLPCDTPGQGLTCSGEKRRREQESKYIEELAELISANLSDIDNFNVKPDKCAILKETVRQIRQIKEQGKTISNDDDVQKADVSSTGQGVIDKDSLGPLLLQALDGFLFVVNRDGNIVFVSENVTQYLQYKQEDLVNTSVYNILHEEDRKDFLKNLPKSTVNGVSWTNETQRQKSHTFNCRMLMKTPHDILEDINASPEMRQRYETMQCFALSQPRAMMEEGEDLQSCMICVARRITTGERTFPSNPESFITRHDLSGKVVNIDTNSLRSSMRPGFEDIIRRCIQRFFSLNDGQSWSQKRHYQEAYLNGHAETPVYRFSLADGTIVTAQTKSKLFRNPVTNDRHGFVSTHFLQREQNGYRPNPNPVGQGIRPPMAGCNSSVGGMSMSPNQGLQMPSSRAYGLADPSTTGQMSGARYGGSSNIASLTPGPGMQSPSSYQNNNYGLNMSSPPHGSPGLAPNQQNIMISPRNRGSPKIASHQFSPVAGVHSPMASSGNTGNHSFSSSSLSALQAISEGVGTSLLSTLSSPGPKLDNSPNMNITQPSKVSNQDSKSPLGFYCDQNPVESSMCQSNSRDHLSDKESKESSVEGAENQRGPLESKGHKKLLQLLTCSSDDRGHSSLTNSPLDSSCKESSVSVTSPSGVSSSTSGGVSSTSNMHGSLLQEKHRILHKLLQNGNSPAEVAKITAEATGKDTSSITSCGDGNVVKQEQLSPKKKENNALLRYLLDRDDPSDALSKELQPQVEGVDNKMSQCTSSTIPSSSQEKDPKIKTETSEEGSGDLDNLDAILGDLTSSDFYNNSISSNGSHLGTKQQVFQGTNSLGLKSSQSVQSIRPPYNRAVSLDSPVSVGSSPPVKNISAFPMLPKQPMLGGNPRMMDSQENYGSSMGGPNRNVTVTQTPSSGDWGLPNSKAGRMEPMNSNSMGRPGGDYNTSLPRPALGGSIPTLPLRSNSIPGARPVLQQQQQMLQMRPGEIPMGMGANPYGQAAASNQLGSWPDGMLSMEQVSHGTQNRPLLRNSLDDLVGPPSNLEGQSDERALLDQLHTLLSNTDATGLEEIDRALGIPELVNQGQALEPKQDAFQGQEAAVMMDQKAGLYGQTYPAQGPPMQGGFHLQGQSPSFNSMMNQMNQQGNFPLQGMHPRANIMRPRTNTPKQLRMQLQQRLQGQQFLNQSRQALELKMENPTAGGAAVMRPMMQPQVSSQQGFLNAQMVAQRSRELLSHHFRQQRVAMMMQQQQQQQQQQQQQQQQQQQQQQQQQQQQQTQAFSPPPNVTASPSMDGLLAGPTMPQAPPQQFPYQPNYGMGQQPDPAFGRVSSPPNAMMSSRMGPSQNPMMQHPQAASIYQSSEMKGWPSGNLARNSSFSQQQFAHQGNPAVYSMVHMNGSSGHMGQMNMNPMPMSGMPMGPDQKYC
# LMP1 NFkB inh = inhibitors of Epstein-Barr LMP1-induced NF-kappaB reporter; 350,000 compounds, 0.69% hits; inhibition, % at 12.5 µM; LMP1-induced NF-kappaB luciferase reporter cells, luminescence; in the data active = inhibition above about 41%;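 also: 0% = neutral control wells and 100% = reference inhibitor control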
# KKLEB tox = CF airway cell cytotoxicity counter-screen; 360,000 compounds, 0.36% hits; activity change (cytotoxicity), % at 5 µM; KKLEB CF airway cells viability, ATPlite luminescence, overnight; active compounds read low; cells stimulated with P. aeruginosa culture filtrate; AID 602141;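 active = corrected activity change at or below -50% at 5 µM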
# Shn3 3UTR inh = inhibitors of Schnurri-3 3'UTR reporter in osteoblasts; Clone20 osteoblast Shn3 3'UTR firefly luciferase, 24 h; inhibition, % at 12.5 µM; 360,000 compounds, 0.52% hits; AID 588674;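 active = mean inhibition of at least 75% with every replicate also reaching 75%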;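 also: 0% = median of neutral control wells and 100% = pilot-screen positive control compound; some compounds past the cut are filed as inactive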
# C8 TRAIL sens = caspase-8 TRAIL sensitization; AID 624354; inhibition (viability loss, TRAIL sensitization), % at 10 µM; 360,000 compounds, 1% hits; NB7+C8 cells + TRAIL, ATPlite viability luminescence;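 active = compounds causing at least 50% loss of cell viability in the single-dose screen, relative to plate controls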
# SRC1 inh = human NCOA1 inhibition | Q15788 | HEK293 GAL4-SRC1 luciferase reporter, luminescence | inhibition, % at 3.6 µM | 360,000 compounds, 0.12% hits | AID 588354;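 active = inhibition above the campaign mean plus 3 SD, with each screening campaign given its own cutoff, cut at about 60% in these data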;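 also: 0% = DMSO treated cells and 100% = gossypol at 36 µM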
# LRH-1 inv ag = inverse agonists of human LRH-1 (NR5A2); HEK293T StAR-luciferase reporter, LRH-1 transfected, 24 h; inhibition, % at 3.6 µM; 360,000 compounds, 0.13% hits; AID 602396;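 active = inhibition above the mean inhibition of all tested compounds plus 3 SD, cut at about 73% in these data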;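 also: 0% = DMSO wells and 100% = reporter-only cells lacking LRH-1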
# TWEAK-Fn14 inh = inhibitors of TWEAK-Fn14 interaction signaling. TWEAK-stimulated Fn14 reporter cells, luciferase luminescence, 8 h. 360,000 compounds, 2% hits. AID 1159606. inhibition, % at 10 µM; in the data active = inhibition above about 50%
# Starred values were filed as active, the others as inactive; / = no result given. This is a subset; the hit share may differ from the screen's.
SMILES,CF NFkB block,NR2F2 inh,TROY signal inh,SRC3 inh,LMP1 NFkB inh,KKLEB tox,Shn3 3UTR inh,C8 TRAIL sens,SRC1 inh,LRH-1 inv ag,TWEAK-Fn14 inh
CCOC(=O)C1(Cc2ccccc2)CCCN(C2CCN(C(C)=O)CC2)C1 (stereo unspecified),2.8,14.8,21.1,-1.9,2.9,-6.1,2.8,-5.0,8.4,13.4,4.7
O=C(Nc1nc2ccccc2[nH]1)c1ccc(F)cc1,-2.0,-60.6,10.3,-53.9,29.5,-18.7,-9.4,82.7*,-126.7,-136.4,69.1*
CS(=O)(=O)Nc1ccccc1C(=O)OCC(=O)NC1CC1,-1.6,-10.5,-1.9,3.3,4.3,6.4,8.4,-0.4,-13.3,-4.9,-7.7
CCOc1ccc(NS(=O)(=O)c2cc(NC(=O)CCC(=O)c3cccs3)ccc2Cl)cc1,-6.9,-2.6,22.9,10.2,0.0,-3.8,13.6,3.1,-27.0,-35.3,14.9
CCOc1ccc(N(CC(=O)NC2CCC(C)CC2)S(=O)(=O)c2c(C)noc2C)cc1 (stereo unspecified),-31.4,-6.3,1.9,3.3,/,7.3,-2.1,-3.6,4.5,7.7,-2.5
COCCNC(=S)N(CCc1c(C)[nH]c2ccccc12)Cc1ccco1,9.2,2.7,12.2,12.8,5.2,7.0,-3.5,0.1,2.6,-9.6,-5.5
Cc1ccc(-c2cc3c(nn2)-c2ccccc2C3=O)cc1,-3.2,22.4,74.8*,20.6,65.1*,-74.6*,80.5,93.3*,5.5,-17.4,95.5*
O=C(NNC1=Nc2cccc3cccc1c23)c1ccccc1Br,-4.6,7.3,-9.0,35.6,2.2,-31.6,9.2,20.1,32.2,14.5,18.4
COc1ccc(O)c(-c2cc(-c3ccc(F)cc3)n[nH]2)c1,-18.9,-15.6,-67.5,-62.1,-28.4,21.9,-103.0,21.2,-55.0,-62.7,7.2
O=C(NC1CCCCC1)C1CCN(c2cnccn2)CC1,-12.5,-6.9,15.1,0.7,-26.0,1.8,0.1,0.4,6.2,9.3,11.2
O=C(NCC1CCCO1)c1cc2ccccc2cc1O (stereo unspecified),-5.3,-44.0,-34.6,-63.0,-22.4,6.8,-107.0,-12.9,-51.5,-111.8,-13.4
O=c1cccc2n1Cc1cc3ccccc3nc1-2,-42.6,-58.1,-61.2,-73.0,-33.9,13.5,-43.7,1.5,-83.1,-106.8,-6.1
COc1ccc(CN(C)C(C)C(=O)Nc2cccc3ccccc23)cc1 (stereo unspecified),-11.6,4.1,4.7,-2.7,-4.8,2.8,12.9,-13.5,16.5,-10.9,-14.6
NS(=O)(=O)c1cc2c(cc1C(F)(F)F)NCNS2(=O)=O,-11.0,-0.5,-9.4,-9.4,-5.6,12.4,-20.5,-24.0,-5.2,3.6,1.9
CN(CCCNC(=O)C1CCC(=O)N1Cc1ccccc1Cl)c1ccccc1 (stereo unspecified),0.4,12.1,12.9,12.2,-2.9,-2.4,8.2,6.1,-27.2,-12.7,-7.6
CCN(CC)C(=O)c1ccccc1NC(=O)c1cccc(S(=O)(=O)N(CC)CC)c1,-4.8,-1.9,-1.2,-16.0,-5.9,6.5,-11.8,-6.7,11.2,-12.1,10.1
Cc1nc(SCC(=O)NCC2CCCO2)c2c(C)c(C)sc2n1 (stereo unspecified),-3.0,-0.8,10.6,7.7,-1.2,-2.5,15.0,16.5,6.7,-18.8,0.5
O=C(CC(c1ccccc1)c1ccccc1)Nc1ccc(C(=O)O)cc1,-1.0,-0.5,20.6,5.2,-4.8,-0.3,-16.1,5.3,-8.7,-22.8,10.9
Cc1ccc([N+](=O)[O-])cc1N=Nc1c(-c2ccc([N+](=O)[O-])cc2)[nH]n(C(N)=S)c1=O,-27.3,/,64.5*,-2.1,25.6,-44.1,53.6,50.3*,-8.9,17.2,80.9*
CCOC(=O)C1(CC2CCCCO2)CCN(Cc2nccn2-c2cccc(C)c2)CC1 (stereo unspecified),10.0,1.3,2.9,11.3,3.3,3.5,-18.5,15.8,-23.0,-8.5,3.0
CC1CCN(C(=S)Nc2ccc(F)cc2)CC1,4.1,4.5,-23.0,23.9,-13.2,0.4,12.8,4.1,14.8,14.1,1.8
CCOC(=O)Nc1ccc2nc3n(c(=O)c2c1)CCCCC3,4.9,-11.9,-27.5,-29.9,-4.5,1.1,-5.1,3.5,-7.5,-9.8,-8.3
Cc1cc(NS(=O)(=O)c2ccc(NC(=O)CSc3nc4ncc(Br)cc4[nH]3)cc2)nc(C)n1,-10.8,-24.5,3.2,13.3,9.5,4.3,-12.0,0.1,-21.5,7.5,20.3
O=C(c1ccc(Cl)cc1)C1CCN(Cc2ccccc2)CC1,8.6,-6.1,1.7,-4.4,1.7,-8.6,-3.5,-4.0,-21.1,-8.2,3.7
CC(=O)Oc1ccc(CC(C(=O)O)N2C(=O)c3ccccc3C2=O)cc1 (stereo unspecified),-2.0,-9.2,-3.4,-21.9,4.3,5.3,-15.0,6.2,0.5,1.7,19.9
COc1cccc(N2CC(C(=O)OC(C)C(=O)c3ccccc3)CC2=O)c1 (stereo unspecified),-4.1,-2.6,-1.9,10.7,-2.0,7.9,6.1,12.9,8.7,-15.9,16.6
Cc1cc(=O)oc2cc3oc(=O)cc(C)c3cc12,-69.1,12.2,-19.0,5.6,-4.1,-3.6,-2.1,-40.1,7.5,7.8,-20.4
COc1ccccc1NC1=NC(C)(C)N=C(N)N1,-4.0,-3.4,9.7,-6.7,-9.6,-8.9,3.0,15.2,-16.5,0.7,-15.5
COc1ccc(/C=C/C(=O)Nc2ccccc2)cc1OC,4.7,-36.1,-76.4,-35.9,-8.0,-1.7,-99.2,2.1,-52.4,-64.1,-29.1
COc1ccccc1N1CCN(C(=O)c2cn(-c3ccccc3)nc2-c2cccnc2)CC1,-5.8,-16.1,-4.0,-21.5,-9.6,-6.3,6.0,8.4,-11.0,-7.7,-5.0
COc1ccc2c(c1)CCCN2C(N)=Nc1ccc(Cl)cc1,-3.9,7.7,-9.1,-0.7,23.1,-0.4,29.2,3.3,-5.4,0.3,-15.3
Cc1ccc(NC(=O)C(=O)c2c[nH]c3ccccc23)cc1,-6.4,-26.9,-21.4,-126.2,-52.3,-9.2,-137.4,29.5,-118.8,-134.8,0.3
CC(C)NC(=O)c1ccc2c(c1)nnn2C,1.4,-4.3,1.0,-6.4,-3.5,-8.4,7.7,-9.1,6.4,4.1,-5.0
CCOC(=O)Cn1c(=O)oc2cc(S(=O)(=O)NCc3cccs3)ccc21,-12.5,-13.0,18.8,-25.3,0.2,-11.5,7.7,-10.9,1.2,3.9,3.4
CC(=O)Nc1ccc(CN2C(=O)C(C)(C)ON=C2c2ccc(C(F)(F)F)cc2)cc1,6.8,-1.0,-13.1,4.5,/,1.0,-7.3,-7.7,-2.3,15.3,-2.8
O=C(COC(=O)CCC(=O)c1ccc(F)cc1)NCc1ccc(Cl)cc1,-5.9,-2.8,-0.2,3.0,2.6,2.2,1.1,-2.7,-2.0,3.1,-16.1
Brc1ccc(-c2nnc3sc(CNC4CCCC4)cn23)cc1,-11.7,12.5,-2.9,11.3,-9.8,9.4,-2.9,21.8,12.0,1.3,3.6
O=C(NCc1ccccc1)c1ccc(N2CCC3(CC2)CC(c2ccc(Cl)cc2)=NO3)c([N+](=O)[O-])c1,3.3,24.7,2.3,24.1,22.5,-9.9,70.1,17.5,6.3,25.1,-6.0
O=C(CSc1nc2ccccc2[nH]1)N1CCN(C(=O)c2ccco2)CC1,-7.6,-11.0,19.8,11.5,-7.1,6.2,8.9,7.6,-20.8,39.7,9.8
C[C@@H]1CN([C@@H](C)CO)C(=O)CCCn2nncc2CO[C@@H]1CN(C)C(=O)Nc1ccc(-c2cccs2)cc1,-3.0,12.5,-22.9,-21.6,6.1,-2.1,-8.9,1.7,6.8,8.1,2.7
O=C(COC(=O)/C=C/c1ccccc1[N+](=O)[O-])NC1CC1,6.2,-3.3,-14.8,-2.4,-16.6,-2.0,13.8,-7.8,-10.0,19.4,-18.8
COc1cc([N+](=O)[O-])ccc1NC(=O)Nc1ccc(C(=O)N2CCCC2)cc1,-36.9,11.2,27.0,-4.9,0.9,-2.4,-0.6,21.6,-2.8,-19.6,1.4
Cc1ccc(CNC(=O)c2cc(COc3c(F)cccc3F)on2)s1,3.6,7.2,-30.6,9.1,-5.1,-1.9,12.2,-3.0,-5.4,-7.5,-7.8
Cc1c(Br)c([N+](=O)[O-])nn1CC(=O)Nc1c(C)n(C)n(-c2ccccc2)c1=O,15.6,-12.4,16.0,7.1,11.1,-6.5,-14.0,-6.7,1.9,-7.7,-4.3
CCOC(=O)c1c(-c2ccc(N(C)C)cc2)oc2c1C(OC)CC2 (stereo unspecified),/,-10.3,-1.0,/,/,/,/,-16.1,/,-1.0,1.1
O=C(/C=C/c1cccs1)c1cc(F)ccc1OC(=O)N1CCOCC1,8.1,-11.6,-5.3,5.9,8.1,-9.2,14.5,-16.4,2.1,2.3,-3.6
O=C(O/N=C1/CCCc2occc21)c1ccc(F)cc1,8.7,-2.6,-43.8,-9.4,-6.9,-1.5,-3.9,-4.4,-6.5,-11.4,-31.5
CCc1ccc2[nH]c(=O)c(CN(CCN(CC)CC)C(=O)NC3CCCCC3)cc2c1,-3.1,2.6,12.7,11.6,-0.7,6.4,0.4,5.8,15.6,-6.3,-11.8
O=C(Nc1ccccc1)c1ccccc1OCc1ccc(S(=O)(=O)N2CCOCC2)cc1,8.0,-19.3,10.0,-7.7,-8.7,0.4,21.4,0.2,5.4,5.1,-7.9
CC(C)(SC(=S)N1CCCCCC1)C(=O)O,-25.3,-0.8,4.8,-1.7,0.0,1.2,-13.3,-8.5,-15.4,9.2,6.6
# Other results:
SMILES,CF NFkB block,NR2F2 inh,TROY signal inh,SRC3 inh,LMP1 NFkB inh,KKLEB tox,Shn3 3UTR inh,C8 TRAIL sens,SRC1 inh,LRH-1 inv ag,TWEAK-Fn14 inh
Cc1ncoc1C(=O)Nc1ncc([N+](=O)[O-])s1,12.1,-24.9,0.6,-84.1,23.3,-3.4,-16.7,2.6,-160.1,-137.7,50.0*
CC(C)c1ccc(/C=N/NC(=O)CN(c2cccc(Cl)c2Cl)S(C)(=O)=O)cc1,8.2,-1.0,-0.3,11.1,-23.0,9.5,8.7,24.6,-3.1,-1.8,9.7
COc1ccc(CCN2C(=O)CCC2(C)C(=O)NCc2cccnc2)cc1OC (stereo unspecified),4.9,4.6,-5.4,-0.6,-5.7,-27.7,8.5,-0.5,-13.7,7.0,-13.3
Cc1ccc(NC(=O)CSc2nc(=O)n(CCN3CCOCC3)c3c2CCCC3)cc1,10.4,-0.9,-14.1,0.9,3.0,-1.9,-19.6,11.4,-11.6,-17.8,2.6

# Molecules above containing a CF3 group (2):
SMILES,CF NFkB block,NR2F2 inh,TROY signal inh,SRC3 inh,LMP1 NFkB inh,KKLEB tox,Shn3 3UTR inh,C8 TRAIL sens,SRC1 inh,LRH-1 inv ag,TWEAK-Fn14 inh
NS(=O)(=O)c1cc2c(cc1C(F)(F)F)NCNS2(=O)=O,-11.0,-0.5,-9.4,-9.4,-5.6,12.4,-20.5,-24.0,-5.2,3.6,1.9
CC(=O)Nc1ccc(CN2C(=O)C(C)(C)ON=C2c2ccc(C(F)(F)F)cc2)cc1,6.8,-1.0,-13.1,4.5,/,1.0,-7.3,-7.7,-2.3,15.3,-2.8
